Bioassay records: PubChem, IUPUI and University of Michigan
ST2 IL33 inh = inhibitors of human ST2 (IL1RL1) binding to IL-33, primary screen, biochemical, AlphaLISA; actives 2.3% (n = 78,000); AlphaLISA ST2-Fc/biotin-IL-33 interaction, 1 h; AID 1259354, 2018; Interleukin-1 receptor-like 1 (Homo sapiens), Q01638; inhibition, % for hits at 17 µM; in the data active = inhibition above about 30%; inconclusive = mostly about 10% to 28%
Target sequence (Q01638 whole entry, looked up): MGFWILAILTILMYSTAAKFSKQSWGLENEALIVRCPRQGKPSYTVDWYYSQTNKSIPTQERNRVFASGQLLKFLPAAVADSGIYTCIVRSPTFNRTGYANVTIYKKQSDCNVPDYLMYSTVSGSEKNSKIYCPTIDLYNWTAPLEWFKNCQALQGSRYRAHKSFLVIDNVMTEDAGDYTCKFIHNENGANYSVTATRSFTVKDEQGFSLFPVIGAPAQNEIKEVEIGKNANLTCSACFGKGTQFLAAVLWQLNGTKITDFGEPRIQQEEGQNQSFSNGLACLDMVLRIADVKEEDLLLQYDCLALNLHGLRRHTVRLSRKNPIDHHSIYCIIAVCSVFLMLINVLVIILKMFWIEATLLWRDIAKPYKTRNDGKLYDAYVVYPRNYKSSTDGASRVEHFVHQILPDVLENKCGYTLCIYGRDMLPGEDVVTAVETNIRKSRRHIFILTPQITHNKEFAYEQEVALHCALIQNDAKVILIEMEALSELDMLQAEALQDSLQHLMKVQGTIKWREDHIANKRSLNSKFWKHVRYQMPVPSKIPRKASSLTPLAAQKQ
An asterisk follows results filed as active; i = inactive; ? = inconclusive.

SMILES	ST2 IL33 inh
CC1(C(=O)NC2CCCCC2)CCC(=O)N1Cc1cccs1 (stereo not given)	i
c1ccc(-c2nnc(CN3CCCC3c3ccccn3)o2)cc1 (stereo not given)	?
COCc1nc(NCc2nc(C)c3c(n2)CCCC3)c2cnn(C)c2n1	i
CCC(=O)N1CCc2cc(Br)cc(S(=O)(=O)Nc3ccc(CC)cc3)c21	i
CCOC(=O)C1(CCCc2ccccc2)CCN(C(=O)c2ccc(COC)s2)CC1	?
COc1ccc(NS(=O)(=O)c2ccc(NC(=O)Nc3ccc(Cl)cc3)cc2)cc1	i
Fc1ccc(CSc2nnnn2-c2ccccc2)cc1	i
O=C(CC(=O)c1ccc(C(=O)CC(=O)c2ccccc2)cc1)c1ccccc1	?
CCCN1C(=O)CC(c2ccco2)Sc2ccccc21 (stereo not given)	i
COc1ccc(NCN2C(=O)c3cccc([N+](=O)[O-])c3C2=O)cc1	?
CCOc1cccc2sc(NC(=O)c3ccc(OC)cc3)nc12	i
Cc1cccc(C(C(=O)NCc2nc(C)cc(C(F)(F)F)n2)N(C)C)c1 (stereo not given)	?
O=C(Nc1ccc(S(=O)(=O)Nc2nccs2)cc1)C1COc2ccccc2O1 (stereo not given)	i
CC(C)NC[C@@H](O)c1ccc(O)c(O)c1	?
CCC(=O)N1CCc2cc(Br)cc(S(=O)(=O)Nc3ccc(OC)cc3OC)c21	i
CC1CCC(NC(=O)C2(C)CCC(=O)N2Cc2cccs2)CC1 (stereo not given)	i
Cc1nnc(NC(=O)C(C)Oc2ccc(Cl)cc2Cl)s1 (stereo not given)	i
CC(C)Oc1ccc(C(=O)Nc2cc(-c3nc4ncccc4o3)ccc2Cl)cc1	i
Cc1ccc(-c2nnc([C@H]3CCN(Cc4ccc(C)o4)C3)o2)cc1	i
Cn1c(=O)c2c(SCC(=O)N3CCCc4ccccc43)nc(-c3ccco3)nc2n(C)c1=O	?
CC1Cc2ccccc2N1c1ncnc2nc[nH]c12 (stereo not given)	i
Cc1ncsc1CCC(=O)NCc1cn[nH]c1-c1ccc(F)cc1	?
CC1=C(C(=O)OC(C)C)C(c2ccc(Cl)c(Cl)c2)CC(=O)N1 (stereo not given)	i
Cc1cc(N2CCOCC2)nc2ccc(NC(=O)CCC(=O)NC3CCCCCC3)cc12	i
CCO[C@H]1COC[C@@H]1NC1CCN(c2cccc(C)c2C)CC1	i
Cc1cc(NS(=O)(=O)c2cccc([N+](=O)[O-])c2)ccc1O	?
CCSc1nc(CC(=O)NCc2csc3c2CCCC3)cs1	?
CN(C(=O)CSc1nc2ccccc2c(=O)n1-c1ccccc1)c1ccccc1	?
CN1CCN(CCCOc2ccc(Cl)c(Cl)c2)CC1	i
COc1ccc(S(=O)(=O)N2CCN(c3nc(C)cc(N4CCCC4)n3)CC2)cc1OC	i
O=C(O)CCCSc1nc2ccccc2s1	i
Cc1cc(N2CCN(Cc3noc(C)n3)CC2)nc(-c2cccnc2)n1	i
C=CCN1C(=O)CSc2ccc(C(=O)NCc3ccco3)cc21	i
O=C1CC(N2CCOCC2)C(=O)N1c1ccc(Br)cc1Br (stereo not given)	i
Cc1ccccc1OCC1CN(CN2CCCCC2)C(=O)O1 (stereo not given)	i
CN(Cc1cnc(N2CCOCC2)s1)Cc1ccnc2ccccc12	?

A different layout for 4 compounds above.
mol | ST2 IL33 inh
Cc1ccccc1OCC1CN(CN2CCCCC2)C(=O)O1 (stereo not given) | i
CCSc1nc(CC(=O)NCc2csc3c2CCCC3)cs1 | ?
Cc1cc(N2CCN(Cc3noc(C)n3)CC2)nc(-c2cccnc2)n1 | i
CN1CCN(CCCOc2ccc(Cl)c(Cl)c2)CC1 | i

Next part:
SMILES	ST2 IL33 inh
Cc1nn(-c2ccccc2)c(C)c1-c1ccnc(NCCC2CCCN2C)n1 (stereo not given)	?
COc1cccc(NC(=O)c2sc(C)nc2-c2ccc([N+](=O)[O-])cc2)c1	?
Cc1nnc(Sc2cc(C(=O)NC3CCCCC3)c3ccccc3n2)s1	?
Cn1c(C(Cc2ccccc2)NC(=O)C(C)(C)C)nc2ccccc21 (stereo not given)	i
COc1cccc(CNC(=O)CN2CCCN(Cc3ccccc3Cl)S2(=O)=O)c1	i
CCOc1ccc2nc(SC3CC(=O)N(c4cccc(Cl)c4C)C3=O)sc2c1 (stereo not given)	?
Cc1cc(C)n(C2CCN(C(=O)CC(=O)Nc3ccccc3C)C2)n1 (stereo not given)	i
COc1ccc([N+](=O)[O-])cc1NC(=O)CCN1CCN(C)CC1	?
O=c1c2c3c(sc2n(Cc2cc(=O)n4ccccc4n2)c(=O)n1Cc1ccccc1)CCCC3	i
O=C(NCCn1cc(C2CC=CCC2)nn1)c1ccccc1Cl (stereo not given)	?
Cc1ccc(C(c2sc3nc(C)nn3c2O)N2CCc3ccccc3C2)cc1 (stereo not given)	i
O=C(O)CCc1nn2c(nc3ccccc32)[nH]c1=O	i

Brought forward from above: three compounds, then new ones.
SMILES	ST2 IL33 inh
O=C(NCCn1cc(C2CC=CCC2)nn1)c1ccccc1Cl (stereo not given)	?
Cc1ccc(C(c2sc3nc(C)nn3c2O)N2CCc3ccccc3C2)cc1 (stereo not given)	i
O=C(O)CCc1nn2c(nc3ccccc32)[nH]c1=O	i
COC(=O)c1cc2n(n1)CCN(c1cncc(C(=O)N3CCCCC3)n1)C2	i
Cn1c(=O)c2c(nc(N3CCCC3)n2CCSc2nc3ccccc3o2)n(C)c1=O	i
CN1[C@H]2CC[C@@H]1CN(C(=O)C(=O)CCc1ccccc1)CC2	i
Cc1ccc(CN2CCCN(C)CC2)c(C)c1	i
c1ccc(N=c2scc(-c3ccccc3)n2CCN2CCOCC2)cc1	i
O=C(Nc1cccc(-c2nc3ccccc3[nH]2)c1)c1cc(=O)c2ccccc2o1	?
COCCN(Cc1ccc(C)cc1)Cc1c(Cl)nc2sccn12	i
O=C(Nc1nccs1)C1(S(=O)(=O)c2ccc(Cl)cc2)CC1	i
Nc1ncnc2c1nc(Sc1ccc(Cl)cc1)n2[C@@H]1O[C@@H]2COP(=O)(O)O[C@H]2[C@H]1O	?
CC(=O)c1cc2c(N)c(C(=O)c3ccc(Cl)cc3)sc2nc1C	38%*
Cc1noc(NS(=O)(=O)c2ccc(NC(=O)C3CC3c3ccccc3)cc2)c1C (stereo not given)	i
COc1ccc(CN(C)C2CCN(C)CC2)c(OC)c1	i

6 records picked at random from the list so far:
SMILES	ST2 IL33 inh
Cc1ccc(CN2CCCN(C)CC2)c(C)c1	i
Nc1ncnc2c1nc(Sc1ccc(Cl)cc1)n2[C@@H]1O[C@@H]2COP(=O)(O)O[C@H]2[C@H]1O	?
COc1ccc(CN(C)C2CCN(C)CC2)c(OC)c1	i
Cc1noc(NS(=O)(=O)c2ccc(NC(=O)C3CC3c3ccccc3)cc2)c1C (stereo not given)	i
Cn1c(=O)c2c(nc(N3CCCC3)n2CCSc2nc3ccccc3o2)n(C)c1=O	i
O=C(Nc1nccs1)C1(S(=O)(=O)c2ccc(Cl)cc2)CC1	i

(list continues)
SMILES	ST2 IL33 inh
Cc1cnn(Cc2ccc(Cl)cc2)c1NC(=O)c1c(C)oc2c1C(=O)CCC2	?
COC(=O)C1=C(C)NC(=O)CC1c1cc(OC)c(OC)c(OC)c1Br (stereo not given)	i
C=CCSc1nc(-c2cccs2)cc(C(F)(F)F)c1C#N	i
CCOc1ccc(C(=O)N2CCN(c3ccc([N+](=O)[O-])cc3Cl)CC2)cc1Br	?
COc1cc(/C=C2\NC(=O)N(Cc3ccc(Cl)cc3)C2=O)cc(OC)c1OC	?
O=c1[nH]c(=O)c2nc3cc([N+](=O)[O-])ccc3nc2[nH]1	i
O=C(NCCCO)Nc1ccc(Cl)c(Cl)c1	?
Cc1noc(C)c1CC(=O)NCc1cccnc1N1CCc2ccccc2C1	?
CC(=O)N1c2c(cc(Br)cc2S(=O)(=O)NCCN2CCC(C)CC2)CC1C (stereo not given)	i
N#CC1=C(N)Oc2cc(N)ccc2C1c1ccc(Br)s1 (stereo not given)	i
COc1ccc(OC)c(NC(=O)Cc2cn(C)c3ccccc23)c1	i
COc1ccc(C2(CCNC(=O)c3cc(OC)c(OC)c(OC)c3)CCCC2)cc1OC	?

Reprinted from the entries so far, 3 compounds:
SMILES	ST2 IL33 inh
Cc1cnn(Cc2ccc(Cl)cc2)c1NC(=O)c1c(C)oc2c1C(=O)CCC2	?
COC(=O)C1=C(C)NC(=O)CC1c1cc(OC)c(OC)c(OC)c1Br (stereo not given)	i
C=CCSc1nc(-c2cccs2)cc(C(F)(F)F)c1C#N	i

(continued)
SMILES	ST2 IL33 inh
O=C1c2ccccc2C(Nc2ccc(Cl)cc2)N1Cc1ccccc1 (stereo not given)	i
CCC(=O)N1c2ccccc2-c2nnc(SC)nc2OC1c1ccccc1OC (stereo not given)	i
CN(C(=O)CSc1nnn(C)n1)c1ccccc1	i
CCOc1ccc(CNC(=O)c2cccn2-c2nnc(N3CCCCC3)s2)cc1	i
Cc1ccc(C)c(NC(=O)CN2C(=O)CC(c3ccccc3)=Nc3ccccc32)c1	i
CC(NC(=O)CSc1cc(=O)n(C)c2ccccc12)c1ccc2c(c1)OCCO2 (stereo not given)	i
O=C(CCCn1cnc([N+](=O)[O-])n1)Nc1cccnc1Cl	i
N#CC1=C(SCC(=O)OCc2ccccc2)NC(=O)CC1c1ccccc1Cl (stereo not given)	i
Cc1nnc(-c2ccccc2-c2cc(F)cc3c2OC(CN)C3)s1 (stereo not given)	i
COc1ccc(C2C(C#N)=C(N)Oc3n[nH]c(C)c32)cc1COc1cccc(Cl)c1 (stereo not given)	i
Fc1ccc(NC2CCCN(Cc3cccc4ncccc34)C2)cc1 (stereo not given)	i
Cc1ccccc1CSC1=NCCN1C(=O)c1ccc(S(=O)(=O)N2CCCC2)cc1	i
O=S(=O)(c1ccc(-c2ccno2)s1)N1C[C@H]2CC=CC[C@H]2C1	i
CC(C)(C)SCCNC(=O)c1ccc(N(Cc2ccccc2Cl)S(C)(=O)=O)cc1	i
COCC1(C(=O)NCc2cc3c(cc2OC)OCCO3)CCC1	i
O=C(C1CCCCN1S(=O)(=O)c1ccc(Cl)cc1)N1CCCCCC1 (stereo not given)	i
CC1=C(C(=O)OC2CCCCC2)C(c2ccccc2F)n2ncnc2N1 (stereo not given)	i
CN(C)CCNC(=O)c1ccc(S(=O)(=O)N(C)C)cc1	?
Cc1ccc(C(=O)Nc2c(-c3ccccc3)nc3ccccn23)cc1	i
C=CCN(CC=C)C(=O)CN1CCCC(c2cc(=O)[nH]c(C)n2)C1 (stereo not given)	i
Cc1noc(C)c1NC(=O)N1CCOC(c2ccc(Cl)c(Cl)c2)C1 (stereo not given)	i
CCOc1ccc(-c2nc3cc(N=Cc4cc([N+](=O)[O-])cc(OC)c4O)ccc3o2)cc1	i
CC(C)c1nc(CCN(C)C(=O)c2cc(=O)c3ccccc3o2)no1	i
COc1ccc2cc3cc(C(=O)N4CCN(c5ccccc5OC)CC4)oc3nc2c1	?
COc1ccc(C(=O)NCCc2ccccc2)cc1	i
COc1ccc(CCNc2nc(C)nc3sc4c(c23)CCCC4)cc1OC	?
CC(C)N1CCn2nc(C(=O)N3CCC(Oc4ncccn4)CC3)cc2C1	i
NC(=O)CSc1nc2c(c(=O)n1-c1ccc(Cl)cc1)SCC2	i
COc1cc(Cc2ccc(N)c(OC)c2)ccc1N	?
Cc1ccc(NC(=O)c2ccc(Br)o2)c([N+](=O)[O-])c1	?
O=C(/C=C1\Sc2ccccc2N(Cc2ccc(F)cc2)C1=O)NCc1ccc2c(c1)OCO2	?
COc1ccccc1CNc1cccc(F)c1	i
O=C(Nc1ccc(-c2ccco2)cc1)C1CCCN(Cc2coc3ccccc3c2=O)C1 (stereo not given)	?
O=C(c1cc(COc2cncc(Cl)c2)on1)N1CCCCC1c1ccc(F)cc1 (stereo not given)	i
O=C1c2ccc(S(=O)(=O)c3ccc4c(c3)C(=O)N(CCO)C4=O)cc2C(=O)N1CCO	?
NC(=O)c1cnccn1	i
Oc1c(C=Nc2ccc(Br)cc2)[nH]c2ccc(Br)c(Cl)c12	30%*
NC(=O)CSC1=Nc2ccccc2C2=NC(c3ccccc3)C(=O)N12 (stereo not given)	i
COc1ccc(OC)c(CNC(=O)c2cc(-c3cccs3)nc3ccccc23)c1	i
CCN(CC)CCCNC(=O)c1cn(C)c(=O)c2c1c1ccccc1n2C	i
O=C(CSc1cn(Cc2cccc(F)c2)c2ccccc12)N1CCCCCC1	i
Cn1cc(SCc2ccc(Br)cc2)c2ccccc21	i
COc1ccc(NC(=O)N2C[C@@H]3C[C@H](C2)c2c(NC(=O)C4CCCCC4)ccc(=O)n2C3)cc1	?
CC1CN(C)C(C)c2c1oc1ccc([N+](=O)[O-])cc21 (stereo not given)	43%*
O=C(NC1CCCCC1)N1Cc2[nH]cnc2C[C@H]1c1nc(-c2ccc3c(c2)OCO3)no1	?
CC1=C[C@@H](CNS(=O)(=O)c2cccc(C#N)c2)[C@H](C(C)C)C[C@H]1CC(=O)Nc1ccccn1	i
Cc1ccc2[nH]nc(-c3ccc(F)c(CO)c3)c2c1	i
N#Cc1cccc(NC(=O)N2Cc3[nH]cnc3C[C@H]2c2nc(-c3ccc(Cl)cc3)no2)c1	?
Cc1ccccc1-c1cc(N2CCN(S(=O)(=O)Cc3ccccc3)CC2)ncn1	?
C=CCOc1ccc(/C=C2/C(=O)N(c3ccc(Br)cc3)N=C2C)cc1OC	?
CN1CC=C(CNc2cccc3c2CCCC3)CC1	?
COc1ccccc1C1Nc2c(C(=O)O)cccc2C2C3CCC(C3)C12 (stereo not given)	i
CC1CCCCC1NC(=O)c1cc2c(=O)n3ccccc3nc2n1C (stereo not given)	i
CCS(=O)(=O)NC(C)C(c1cccs1)N1CCN(C)CC1 (stereo not given)	i
CN1CCN(c2ncccc2CNC(=O)c2cnnn2-c2ccccc2)CC1	i
Oc1ccccc1CN1C[C@H](O)C[C@H]1c1nc(Cc2ccc(F)cc2Cl)no1	i
Cc1nc(CCC(=O)N2CCOC(C(F)(F)F)C2)n[nH]1 (stereo not given)	i
Cc1ccc(/C=C2\NC(=O)N(Cc3ccc(Cl)cc3)C2=O)cc1	?

Only part of the results is shown. The share of hits here may be higher or lower than overall.
